PAFAH2 FP inh – inhibitors of human PAFAH2; recombinant PAFAH2, FP-rhodamine activity probe, fluorescence polarization; actives 0.99% (n = 340,000); Q99487; inhibition, % at 3.39 µM; AID 492956;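 active = inhibition above the mean over all tested compounds plus 3 SD, cut at about 30% in these data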;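 also: inhibitors block probe labeling of enzyme so polarization drops; 0% = enzyme with DMSO and 100% = wells lacking PAFAH2 protein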
pPAFAH FP inh – pPAFAH (human) enzyme inhibition | actives 1.5% (n = 330,000) | AID 463082 | inhibition, % at 3.39 µM | recombinant pPAFAH, FP-rhodamine probe fluorescence polarization;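 active = inhibition above the mean inhibition across the screen plus 3 SD, cut at about 25% in these data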;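 also: inhibitors block binding of the rhodamine activity-based probe so polarization drops; 0% = enzyme with DMSO and 100% = wells lacking pPAFAH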
LYPLA1 counter – counter-screen for PME1 inhibitors: inhibitors of human LYPLA1; recombinant LYPLA1, FP-Rh probe fluorescence polarization; inhibition, % at 5.9 µM; actives 0.16% (n = 320,000);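 active = inhibition above the mean of all tested compounds plus 3 SD, set per campaign, cut at about 14% in these data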;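 also: inhibitors block serine hydrolase probe labeling of LYPLA1 so polarization falls; 0% = enzyme with DMSO and 100% = wells lacking LYPLA1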
Target sequence (O75608 whole entry, looked up): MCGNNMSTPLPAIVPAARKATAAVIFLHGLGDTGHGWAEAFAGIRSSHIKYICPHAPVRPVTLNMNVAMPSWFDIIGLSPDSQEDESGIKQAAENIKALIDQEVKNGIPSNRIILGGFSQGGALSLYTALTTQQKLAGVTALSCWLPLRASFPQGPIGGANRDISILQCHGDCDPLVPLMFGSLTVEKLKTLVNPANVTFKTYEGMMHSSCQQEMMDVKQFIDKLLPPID
PAD4 FP inh – blocks human protein arginine deiminase 4. actives 0.41% (n = 330,000). inhibition, % at 6.36 µM. recombinant PAD4, RCA probe fluorescence polarization;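 active = percent inhibition above a cutoff equal to the mean of all tested compounds plus 3 SD, cut at about 15% in these data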;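 also: 0% = PAD4 with RCA probe and DMSO and 100% = probe without PAD4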
Target sequence (Q9UM07 whole entry, looked up): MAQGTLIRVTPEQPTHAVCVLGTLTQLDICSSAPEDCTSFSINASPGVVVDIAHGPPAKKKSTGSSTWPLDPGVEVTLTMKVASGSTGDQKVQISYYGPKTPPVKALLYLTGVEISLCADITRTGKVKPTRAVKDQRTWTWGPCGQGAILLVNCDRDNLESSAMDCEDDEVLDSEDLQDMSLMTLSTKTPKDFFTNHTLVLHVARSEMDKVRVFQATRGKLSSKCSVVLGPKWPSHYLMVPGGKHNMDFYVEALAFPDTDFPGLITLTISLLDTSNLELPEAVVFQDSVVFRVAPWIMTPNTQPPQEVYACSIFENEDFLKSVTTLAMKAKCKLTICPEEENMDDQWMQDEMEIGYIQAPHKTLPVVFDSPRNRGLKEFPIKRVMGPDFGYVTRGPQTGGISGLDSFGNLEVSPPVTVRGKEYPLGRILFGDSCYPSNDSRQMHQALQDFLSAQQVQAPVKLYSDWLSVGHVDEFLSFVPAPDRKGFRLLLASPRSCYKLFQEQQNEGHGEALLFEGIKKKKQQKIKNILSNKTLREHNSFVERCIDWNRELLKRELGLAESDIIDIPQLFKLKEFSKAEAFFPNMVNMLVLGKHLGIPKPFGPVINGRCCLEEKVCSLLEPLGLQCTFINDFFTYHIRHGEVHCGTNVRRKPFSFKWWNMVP
PAFAH1B3 inh – blocks human PAF acetylhydrolase 1B catalytic subunit 3. recombinant PAFAH1B3, FP-rhodamine probe, fluorescence polarization. inhibition, % at 3.39 µM. actives 0.28% (n = 340,000). AID 492972;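 active = inhibition above the screen-wide average of all tested compounds plus 3 SD, cut at about 25% in these data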;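 also: 0% = enzyme with DMSO only and 100% = wells lacking PAFAH1B3 protein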
PME-1 primary – blocks human protein phosphatase methylesterase 1; actives 0.53% (n = 320,000); Q9Y570; recombinant PME-1, FP-Rh probe fluorescence polarization; inhibition, % at 5.9 µM;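 active = inhibition above the campaign mean of all compounds plus 3 SD, cut at about 26% in these data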;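 also: competitive labeling of PME-1 active site by serine hydrolase directed probe; 0% = PME-1 with DMSO and 100% = wells lacking PME-1 enzyme; inhibitors block probe labeling so polarization falls and inhibition rises; many of its hits are not listed in these tables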
PAFAH1B2 inh – inhibitors of human PAFAH1B2; P68402; recombinant PAFAH1B2, FP-rhodamine activity probe, fluorescence polarization; inhibition, % at 3.39 µM; actives 1.2% (n = 340,000);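 active = inhibition above the mean of all tested compounds plus 3 SD, cut at about 24% in these data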;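 also: 0% = enzyme with DMSO and 100% = wells lacking PAFAH1B2; many of its hits are not listed in these tables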
Fam108B counter – blocks mouse Fam108B hydrolase in RBBP9 counter-screen | inhibition, % at 9.51 µM | recombinant Fam108B, FP-Rh probe fluorescence polarization | actives 0.33% (n = 300,000);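 active = inhibition above the screen mean inhibition plus 3 SD, computed separately per campaign, cut at about 18% in these data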;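 also: inhibitors lower polarization as less probe binds the enzyme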
GSTO1 counter – blocks human GSTO1 in RBBP9 counter-screen; actives 1.1% (n = 300,000); recombinant GSTO1, activity-based probe fluorescence polarization; inhibition, % at 5.96 µM; P78417;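 active = inhibition above the campaign mean inhibition plus 3 SD, cut at about 35% in these data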;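 also: 0% = GSTO1-1 with DMSO and 100% = wells lacking GSTO1-1 enzyme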
* marks the source's active call; other numbers are inactive results; x = not tested or not shown. This is a subset; count on the stated rates, not on these rows.

SMILES	PAFAH2 FP inh	pPAFAH FP inh	LYPLA1 counter	PAD4 FP inh	PAFAH1B3 inh	PME-1 primary	PAFAH1B2 inh	Fam108B counter	GSTO1 counter
Cc1cc(NC(=O)CSc2nnc(C)c(=O)[nH]2)no1	2.5	-0.9	-0.8	-1.8	10.3	-11.2	-0.6	-4.9	-4.5
CCOc1ccc(S(=O)(=O)N2CCC(C(=O)NCC3CCCO3)CC2)cc1C (centres undefined)	-4.6	3.6	-1.3	-3.4	0.9	1.4	1.9	-0.9	-0.8
O=C(c1ccc(Cl)c(S(=O)(=O)N2CCCCCC2)c1)N1CCCC1	1.4	2.7	1.8	-1.9	2.0	2.2	3.4	-2.3	-6.9
COC(=O)c1cccc(C(=O)Nc2ccc(C)cc2Br)n1	-0.4	5.3	-5.0	-0.9	-1.3	0.3	5.3	-2.6	-0.1
CC(=O)OCC1=C(C(=O)O)N2C(=O)C(NC(=O)CC(C)c3ccccc3)C2SC1 (centres undefined)	9.7	3.7	1.5	-0.2	3.7	1.3	18.4	x	x
CCC(=O)OC1(C)C(=O)C=C2C=C(CCCCNC(=O)OC(C)(C)C)OC=C2C1=O (centres undefined)	x	30.1*	-1.3	-7.6	x	3.9	x	2.3	16.6
Cc1c(NC(=O)CSc2nc3ccccc3s2)c(=O)n(-c2ccccc2)n1C	8.4	1.8	0.7	0.2	1.8	2.7	8.9	-1.4	6.0
OC(C#CCN1CCCCC1)(c1ccccc1)c1ccccc1	2.4	1.2	1.1	-17.2	9.6	1.8	2.2	-2.4	3.4
CN(C(=O)c1ccc(NC(=O)Cc2ccc(NC(=O)C3CCCN(C(=O)C4CCCC4)C3)cc2)cc1)C1CC1 (centres undefined)	-2.4	1.8	5.0	-2.4	-4.3	1.6	-1.5	x	x
Cc1cccc(NC(=S)NC2CCCC2)c1C	-1.8	0.2	0.3	4.8	13.4	5.4	-3.6	2.5	3.8
C/C(=N\NC(=O)CNc1cccc(C(F)(F)F)c1)c1ccc(Br)cc1	-6.4	6.8	1.5	1.1	6.2	1.7	6.6	1.1	3.2
Cc1cc(C)n(-c2ccc(C(=O)O)cc2[N+](=O)[O-])n1	0.1	2.2	-0.6	-2.9	4.7	0.2	0.8	0.7	-0.9
O=C(C1=C[C@@H](c2csc3ccccc23)C[C@@H](OCCCCO)O1)N1CCN(Cc2ccc3c(c2)OCO3)CC1	-5.5	-2.1	1.6	-3.4	-3.6	6.7	2.1	-1.4	-1.7
O=C(NC1CCCCC1)C(c1cccnc1)N(C(=O)CCl)c1ccccc1Cl (centres undefined)	-0.1	3.4	2.4	-1.7	5.6	5.0	4.5	0.6	87.7*
COc1ccc(C(=O)Oc2cccnc2)cc1OC	2.8	4.3	-1.7	3.6	2.2	-4.4	-4.7	3.2	-2.7
COc1ccc(-n2c(O)c(C=NCc3ccccn3)c3ccccc3c2=O)c(OC)c1	-1.4	-0.8	-2.7	2.6	7.0	-7.7	-2.6	-2.8	-5.5
COc1ccc(CN2CCN(c3ncccn3)CC2)c(OC)c1	3.4	0.5	2.2	-5.0	10.4	-10.2	-0.7	-0.2	1.8
Nc1nc(Cl)cc(Oc2ccc(Cl)cc2)n1	1.4	18.0	-0.5	6.6	-2.3	1.5	12.5	4.7	6.7
O=C(O)COn1c(-c2ccccc2)nc2ccc(Cl)cc21	7.4	3.2	1.1	-3.9	-0.1	-0.6	2.6	1.9	0.8
CCCC(=O)N(c1ccc(F)cc1)C1C=CS(=O)(=O)C1 (centres undefined)	3.3	-5.7	-3.9	-1.4	8.8	-2.4	0.2	-7.3	7.1
CC1CC(C)CN(S(=O)(=O)CC23CCC(CC2=O)C3(C)C)C1 (centres undefined)	-9.2	3.4	0.6	2.0	-1.0	-3.4	1.6	1.6	2.5
O=C(COC(=O)c1ccc(Cl)nc1)NNC(=O)c1ccc(Br)cc1	9.0	4.4	-1.7	2.8	11.1	3.0	14.3	x	x
COc1ccc(S(=O)(=O)/N=C2\C=C(Nc3ccc(O)cc3)C(=O)c3ccccc32)cc1	43.2*	25.7*	-9.7	61.7*	70.4*	36.2*	24.8*	28.1*	94.5*
Cc1cc(=O)[nH]c(S/C=C/c2ccccc2)n1	11.5	6.4	1.7	-2.8	10.3	3.5	6.3	-5.1	-5.0
O=C(c1ccncc1)N1CCN(S(=O)(=O)c2ccccc2F)CC1	0.5	1.7	x	-4.9	12.6	x	7.5	x	x

Additional results.
SMILES	PAFAH2 FP inh	pPAFAH FP inh	LYPLA1 counter	PAD4 FP inh	PAFAH1B3 inh	PME-1 primary	PAFAH1B2 inh	Fam108B counter	GSTO1 counter
Cc1noc2ncnc(Sc3c(Cl)cccc3Cl)c12	-10.2	3.0	-2.9	6.4	13.6	-1.5	-0.4	-4.9	-3.8
CCn1c2ccc(C)cc2c2nnc(SCCN3CCCCC3)nc21	13.9	3.7	-5.9	-1.5	3.7	4.0	-1.0	-0.3	-7.5
Cc1cc(C)n(C(=O)c2ccc([N+](=O)[O-])cc2Cl)n1	4.5	-2.0	-2.7	0.1	4.4	-3.2	0.9	4.0	16.6
COP1(=O)C[C@@H](O)[C@@H](O)[C@@H](COCc2ccccc2)O1 (some centres undefined)	6.2	2.0	-0.7	0.5	11.5	-2.0	2.4	1.2	1.2
CNC(=O)COc1ccc2oc3c(c2c1)CCCC3	2.5	-0.7	2.0	0.6	1.8	-4.7	-3.3	-1.7	7.6
CC1CCCCN1C(=O)CNCC1CCCO1 (centres undefined)	2.9	3.4	-3.5	-8.2	-2.7	-2.9	0.8	-4.1	7.8
O=C(Nc1cccc(-c2csc(Nc3cccc(C(F)(F)F)c3)n2)c1)c1cc([N+](=O)[O-])cc(C(F)(F)F)c1	30.4*	0.9	-6.8	-2.2	6.6	2.4	-6.3	18.6*	-1.3
O=S(=O)(NCc1csc(-c2cccnc2)n1)c1ccc2c(c1)OCCO2	1.3	-0.2	-3.0	-4.2	1.3	2.7	-0.1	2.1	3.0
Cc1cnc(NC(=O)CSc2nnc(COc3c(C)cccc3C)o2)s1	-2.3	-0.4	-2.0	-0.5	4.0	7.1	-1.2	3.4	10.4
CN(c1ccc(OCC(=O)OCC(=O)Nc2ccc(OC(F)F)cc2)cc1)S(=O)(=O)c1cccs1	0.0	6.0	x	-1.7	3.6	x	-4.5	x	x
CNC(=S)NNC(=O)Cc1ccc(OC)cc1	0.8	-1.1	1.1	-2.6	7.9	-5.2	5.0	2.4	-6.4
O=C(CCCc1ccccc1)NCCN1CCOCC1	0.6	-1.1	-1.3	-0.1	0.1	-5.8	4.0	2.7	-1.8
CC(=O)N1c2ccc(S(=O)(=O)N3CCCC3)cc2CC1C(=O)NCc1cccc(F)c1 (centres undefined)	6.8	1.1	-0.5	-2.7	7.7	7.7	5.8	-0.1	4.3
CCn1c(CNC(=O)Cc2ccc(OC)cc2)nnc1SCC(=O)NC1CCCCC1	5.1	8.2	3.1	1.1	5.1	2.7	2.4	-2.1	-3.6
C=CCOC(=O)C1=C(C)NC(=S)NC1c1cccs1 (centres undefined)	3.7	5.7	2.8	-0.1	0.2	1.8	2.9	0.3	8.1
C[C@@H]1C=C(C(=O)O)O[C@H](OCc2ccc(CO)cc2)C1	0.0	-0.5	3.2	-1.6	-2.0	5.6	0.1	-0.6	1.1
CN(Cc1ccccc1)C(=O)Cn1c(=O)c2cccn2c2cccnc21	2.4	1.2	3.0	1.0	6.4	4.4	1.1	-1.3	2.7
C=CCn1c(SCC(=O)N2CCCCCC2)nc2ccccc2c1=O	11.6	0.5	-0.8	-5.1	5.7	7.0	7.9	-2.2	-0.5
CC(C)(C)Cc1nnc(NC(=O)CSc2ccccc2)s1	0.2	-1.6	5.0	-0.6	7.7	-1.9	6.9	2.6	4.0
COc1ccccc1CN1C(=NC(=O)CCC2CCCC2)SC2CS(=O)(=O)CC21 (centres undefined)	-3.3	6.5	4.0	-4.3	-4.0	-10.8	3.4	-3.4	-0.1
O=C(c1ccc(F)cc1F)N1CCN(c2ncccn2)CC1	-8.9	-4.0	1.4	-3.0	0.7	-0.5	0.9	3.9	-2.0
CCN(CC(=O)Nc1ccc(Br)c(C)c1)CC(=O)NC(C)C	1.0	-1.8	0.1	-0.6	6.7	-2.5	-0.6	-2.5	5.6
COc1cc(/C=C(\C#N)C(=O)NC(C)C)cc(Cl)c1O	1.0	3.6	1.6	0.7	-1.3	-0.1	-3.2	-1.8	3.9
CC[C@@]1(C(=O)OC)N[C@H](CN(C)C(=O)c2ccc(F)cc2)[C@@H]2C(=O)N(C)C(=O)[C@@H]21	4.0	-1.9	x	-1.1	11.1	x	11.2	x	x
O=c1[nH]c2c(=O)[nH]cnc2nc1-c1ccccc1	-1.0	3.3	-2.4	0.3	3.0	0.0	3.1	1.2	0.9

More results:
SMILES	PAFAH2 FP inh	pPAFAH FP inh	LYPLA1 counter	PAD4 FP inh	PAFAH1B3 inh	PME-1 primary	PAFAH1B2 inh	Fam108B counter	GSTO1 counter
COc1ccc(-c2nc(CSCC(=O)NCCCN3CCCC3=O)c(C)o2)cc1OC	0.9	4.9	-2.3	-0.5	3.3	0.2	-2.0	-4.8	-2.6
C=CCOc1c(Cl)cc(CNc2ccc3[nH]c(=O)[nH]c3c2)cc1OC	-4.9	2.4	5.7	1.1	6.6	11.3	-1.3	5.4	-13.5
CCOC(=O)CN1N=C(/C=C/c2ccc(OCC)cc2)CCC1=O	0.1	1.6	1.6	-0.3	8.6	-6.0	6.7	-3.7	-1.3
COc1ccc(OCCSc2nnc(C(C)NC(=O)c3ccccc3F)n2C)cc1 (centres undefined)	1.8	6.3	6.1	0.2	5.8	0.1	1.1	3.8	4.5
COc1ccc(NC2CCCN(C(=O)c3cccnc3SC)C2)cc1OC (centres undefined)	-0.7	-3.0	-3.0	0.2	9.1	2.4	-4.3	-1.5	4.3
Nc1ccccc1C(=O)NNc1ncc(C(F)(F)F)cc1Cl	-9.6	1.0	2.8	-0.8	1.4	1.3	1.5	-2.5	-4.1
O=C(Nc1cccc(-c2ccc(N3CCCCC3)nn2)c1)C(F)(F)F	5.9	-0.6	-1.0	-1.8	7.5	-6.3	12.7	-4.4	-1.0
CC(=O)N1CCCc2cc(S(=O)(=O)N3CCCC(C(=O)NCc4ccccc4)C3)ccc21 (centres undefined)	-3.4	3.0	5.1	-2.4	-1.5	1.4	-2.4	3.6	8.9
COc1cc(/C=N/NC(=S)NC2CC3CC2C2C=CCC32)ccc1O (centres undefined)	18.8	10.5	-3.3	5.1	2.0	23.6	9.6	2.5	-26.6
O=C(CC(c1ccccc1)c1cc(Br)ccc1O)NCc1ccco1 (centres undefined)	1.3	5.0	-2.4	0.0	5.1	-2.6	2.9	-3.6	-0.6
COc1ccccc1C1NC(=O)NC(C)=C1C(=O)OC1CCCCC1 (centres undefined)	7.2	-2.3	2.8	-3.2	-0.1	-4.5	6.9	-3.0	-5.3
Cc1ccc(NC(=O)Cn2ncc3ccccc32)c(Cl)c1	0.5	0.2	-2.8	1.4	11.6	-3.0	10.2	-4.0	2.6
COc1nccnc1NS(=O)(=O)c1ccc(NCc2ccccc2O)cc1	4.1	8.5	-1.9	-0.1	1.9	-9.4	8.8	2.7	-1.0

Only PME-1 primary and PAFAH1B3 inh, for some of the entries so far:
mol | PME-1 primary | PAFAH1B3 inh
CCn1c2ccc(C)cc2c2nnc(SCCN3CCCCC3)nc21 | 4.0 | 3.7
Cc1cc(C)n(C(=O)c2ccc([N+](=O)[O-])cc2Cl)n1 | -3.2 | 4.4

Screening results deposited in PubChem BioAssay by The Scripps Research Institute Molecular Screening Center.
